GPR7 antagonist – antagonists of human GPR7 (neuropeptides B/W receptor 1). GPR7-expressing cells, fluorescence antagonist assay. inhibition, % at 4.4 µM. P48145. 290,000 compounds, 1.1% hits; in the data active = inhibition above about 16%, passing the limit was not always enough;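 also: cells stimulated with the agonist NPW; 0% = agonist with vehicle and 100% = vehicle without agonist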
Target sequence (P48145 whole entry, looked up): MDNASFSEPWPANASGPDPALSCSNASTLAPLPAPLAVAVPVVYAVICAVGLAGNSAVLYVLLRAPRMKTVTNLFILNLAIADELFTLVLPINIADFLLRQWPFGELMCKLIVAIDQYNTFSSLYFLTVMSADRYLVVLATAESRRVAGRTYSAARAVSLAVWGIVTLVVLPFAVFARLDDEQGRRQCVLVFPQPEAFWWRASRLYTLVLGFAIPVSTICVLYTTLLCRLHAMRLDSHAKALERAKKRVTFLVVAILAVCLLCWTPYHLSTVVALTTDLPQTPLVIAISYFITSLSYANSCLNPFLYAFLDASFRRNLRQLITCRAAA
NALP1 inh – NALP1 inhibition; 280,000 compounds, 0.61% hits; inhibition, % at 10 µM; S. cerevisiae NALP1/ASC/caspase-1 growth, X-gal OD620, 72 h; in the data active = inhibition mostly above about 24%, no sharp cut-off; inactive = mostly below about 32%; also: some compounds called inactive have numbers as strong as hits
OXTR agonist – activates the human oxytocin receptor | P30559 | CHO-OTR cells, Fluo-8 calcium fluorescence; normalized: DMSO 0%, oxytocin 100% | activation, % at 3 µM | 320,000 compounds, 0.32% hits | AID 2435;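 active = activation above the mean of all tested compounds plus 3 SD, cutoff set per screening run, cut at about 20% in these data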;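 also: peak over basal fluorescence ratio from a 100 s FLIPR kinetic read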
MEKK2mut PB1 HTS – signal of MEK5 binding to mutant human MEKK2 PB1 domain | bead flow cytometry, Alexa488-MEK5 binding to MEKK2 mutant | AID 1530 | 290,000 compounds, 0.35% hits | percent response, % at 10 µM; in the data active = percent response above about 24%, passing the limit was not always enough; also: inactives centre near 1; some results filed as inactive read as strong as hits; reference of the scale not given here
PHOSPHO1 block – inhibitors of human PHOSPHO1 phosphatase | Q8TCT1 | recombinant PHOSPHO1, absorbance phosphatase assay | inhibition, % at 13.3 µM | 290,000 compounds, 1.1% hits | AID 1565; in the data active = inhibition above about 60%
PfM18AAP inh – blocks P. falciparum M18 aspartyl aminopeptidase; recombinant PfM18AAP, H-Glu-NHMec fluorogenic cleavage; inhibition, % at 7.35 µM; 290,000 compounds, 1.2% hits; AID 1822;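 active = inhibition above the campaign mean inhibition over all tested compounds plus 3 SD, cut at about 28% in these data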;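 also: 0% = plate median of test compound wells and 100% = 2 mM ZnCl2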
MEKK3 PB1 HTS – modulators (inhibitors or enhancers) of MEK5 binding to human MEKK3 PB1 domain; 290,000 compounds, 1.4% hits; Q99759; AID 1529; bead-based flow cytometry, Alexa488-MEK5 binding to MEKK3; actives lie on both sides; 0 = blocked by unlabeled MEK5, 100 = vehicle; binding response (% of control), % at 10 µM;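 active = binding response more than 3 SD above or below the average of its plate-row segment, actives on both sides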;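 also: Alexa488 bead fluorescence after subtracting the streptavidin-only scavenger bead signal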
Target sequence (Q99759 whole entry, looked up, the tested form may be a part): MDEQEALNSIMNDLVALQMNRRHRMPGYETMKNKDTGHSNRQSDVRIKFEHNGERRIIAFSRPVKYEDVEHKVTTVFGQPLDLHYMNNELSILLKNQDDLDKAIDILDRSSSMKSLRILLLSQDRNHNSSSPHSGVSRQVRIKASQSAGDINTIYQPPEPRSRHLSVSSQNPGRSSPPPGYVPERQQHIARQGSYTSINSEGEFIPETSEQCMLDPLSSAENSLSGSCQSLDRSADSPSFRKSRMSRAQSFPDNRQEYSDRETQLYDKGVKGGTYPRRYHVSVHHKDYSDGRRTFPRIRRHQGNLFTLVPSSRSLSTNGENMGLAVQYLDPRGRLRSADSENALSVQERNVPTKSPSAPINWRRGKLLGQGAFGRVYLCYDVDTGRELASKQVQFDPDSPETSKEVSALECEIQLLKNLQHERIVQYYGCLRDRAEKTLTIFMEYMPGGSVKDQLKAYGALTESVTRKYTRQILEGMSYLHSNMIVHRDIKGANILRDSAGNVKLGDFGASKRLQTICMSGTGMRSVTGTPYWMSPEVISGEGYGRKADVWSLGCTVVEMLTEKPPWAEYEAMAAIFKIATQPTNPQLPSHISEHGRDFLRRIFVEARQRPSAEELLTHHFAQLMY
MEKK2wt PB1 HTS – raises or lowers MEK5 binding to wildtype human MEKK2 PB1 domain; Q9Y2U5; bead flow cytometry, Alexa488-MEK5 binding to MEKK2 WT; actives lie on both sides; binding response (% of control), % at 10 µM; 290,000 compounds, 1.1% hits; AID 1531; in the data active = binding response below about 67% or above about 130%
FID counter – counter-screen for HCV NS3 helicase inhibitors: DNA intercalator displacement | DNA fluorescent intercalator displacement, fluorescence | inhibition, % at 7.9 µM | 290,000 compounds, 0.17% hits; in the data active = inhibition above about 37%;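 also: 0% = vehicle and 100% = reference compound; higher means more ethidium bromide displaced from hairpin DNA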
The depositor's hits bear a star; . = no result given.

Screens in order – GPR7 antagonist | MEKK2wt PB1 HTS | MEKK2mut PB1 HTS | NALP1 inh | OXTR agonist | MEKK3 PB1 HTS | FID counter | PHOSPHO1 block | PfM18AAP inh
> O=C(CNC(=O)c1cccnc1)N/N=C/c1ccc(O)cc1O
  -2.9 | 104.0 | -1.0 | -4.1 | 1.7 | 102.0 | -8.2 | 32.6 | 6.2
> CCCCN(C)C(=O)C1CCC(CNS(=O)(=O)c2ccc3c(c2)CC(C)N3C(C)=O)CC1 (stereo not given)
  -10.0 | 100.0 | 2.0 | 6.2 | 3.0 | 103.0 | -61.5 | 32.4 | -1.4
> COc1ccc(CN(Cc2nc3ccccc3c(=O)[nH]2)C(=O)NC2CCCCC2)cc1
  -13.7 | 106.0 | 3.0 | 4.4 | -2.3 | 108.0 | -12.5 | -1.4 | -7.1
> COc1cccc(NC(=O)N2CCc3ccccc3C2)c1
  2.1 | 102.0 | 7.0 | 14.2 | -1.1 | 98.0 | -12.9 | 12.6 | -1.7
> COc1cccc(-c2nc(CS(=O)(=O)CC(=O)NC3CC3)c(C)o2)c1
  -1.9 | 104.0 | 3.0 | 13.4 | -0.1 | 103.0 | -13.2 | 16.9 | -4.3
> COc1cc(NC(=O)CN2CCC(C)CC2)c(C)cc1[N+](=O)[O-]
  -8.2 | 109.0 | 7.0 | 11.0 | -2.0 | 101.0 | 3.5 | -16.4 | -5.9
> Cc1ccc(C(=O)NNC(=O)CSc2nnc(C(C)C)n2C)cc1
  1.5 | 100.0 | -4.0 | 22.2 | 1.0 | 98.0 | -7.2 | 23.9 | -6.4
> COc1ccc(-c2nn(-c3ccccc3)cc2/C=N/NC(=S)NC(C)C)cc1OC
  -22.2 | 96.0 | -2.0 | 7.5 | -0.9 | 104.0 | -26.2 | -8.6 | 3.1
> O=c1oc2cc(Cl)ccc2n1CSc1nc2ccccc2s1
  2.9 | 101.0 | 1.0 | 7.3 | -0.8 | 105.0 | -2.8 | 8.2 | -1.1
> COC(=O)c1ccc(Cl)cc1NC(=O)/C=C/c1ccc(C)o1
  0.3 | 99.0 | -1.0 | 12.7 | -1.0 | 100.0 | -0.7 | 3.2 | -1.2
> CCN(CC)C(=O)COc1ccc2oc(C)c(C(=O)OC(C)C)c2c1
  -6.9 | 92.0 | -9.0 | -1.7 | -1.8 | 92.0 | -38.3 | 0.3 | -9.7
> NCCOc1ccccc1Cc1ccccc1
  -0.2 | 120.0 | 20.0 | -11.6 | 7.6 | 104.0 | 6.0 | 3.9 | -11.8
> C=C1CCN([C@H](C(=O)NCc2ccccc2)C(C)C)S(=O)(=O)c2ccccc21
  . | 87.0 | -6.0 | 15.0 | -1.9 | 94.0 | . | 44.7 | .
> Cc1ccc(N/C(C(Cl)=C(Cl)Cl)=C(/Cl)[N+](=O)[O-])c(C)c1
  -5.9 | 97.0 | -2.0 | 32.4 | . | 94.0 | 4.2 | -8.2 | 9.8
> COc1ccc(OCCOC(=O)c2cccc(-n3cnnn3)c2)cc1
  31.3 | 87.0 | -7.0 | 37.7 | 1.2 | 85.0 | -7.3 | 0.1 | -5.3
> Cc1ccc(C(c2nnnn2CS(=O)(=O)c2ccc(C)cc2)N2CCCC2)cc1 (stereo not given)
  -14.2 | 101.0 | 2.0 | -10.1 | -2.0 | 100.0 | -4.5 | 31.1 | 1.5
> COc1ccc(C(=O)n2nc(-c3ccccc3)nc2N)cc1OC
  0.7 | 103.0 | 8.0 | -8.5 | 0.0 | 108.0 | -3.4 | -15.6 | 4.2
> CCCCC#Cc1ccc(C(=O)NNC(=O)Nc2ccccc2)o1
  1.4 | 92.0 | -7.0 | 11.0 | -1.9 | 92.0 | -10.6 | -5.9 | 1.2
> Cc1ccc(SCC(=O)Nc2ncc(C)s2)cc1
  13.4 | 101.0 | 1.0 | 12.9 | -1.0 | 100.0 | -2.5 | 42.0 | -17.9
> O=c1[nH]c2c(s1)C(c1ccccc1)C1C3CCC(C3)C1S2 (stereo not given)
  -7.4 | 92.0 | -8.0 | -0.3 | -2.0 | 90.0 | -13.2 | -46.9 | 1.1
> CCN(c1ccc(NC(=O)COC(=O)c2ccc(C)s2)cc1)C(C)C
  -6.3 | 108.0 | 1.0 | 17.1 | -2.0 | 104.0 | 4.9 | -5.9 | -2.5
> O=C(/C=C/c1ccccc1)C1=C(O)C(=O)N(CCO)C1c1ccccc1[N+](=O)[O-] (stereo not given)
  -4.7 | 96.0 | -7.0 | -10.6 | 0.1 | 100.0 | 7.5 | 32.8 | 6.4
> COc1ccc(C2CC(c3ccccc3Cl)Nc3ncnn32)cc1OC (stereo not given)
  10.0 | 102.0 | 10.0 | 13.2 | 1.6 | 99.0 | -35.0 | 16.7 | 4.6
> COCCCNC(=O)CCC(=O)NNc1nc2ccccc2c2nc(-c3ccccc3)nn12
  2.3 | 88.0 | -2.0 | 33.0 | -0.8 | 103.0 | 2.5 | 0.8 | 2.9
> O=C(NCCN1C(=O)C2C3C=CC(C3)C2C1=O)Nc1ccccn1 (stereo not given)
  . | 95.0 | -1.0 | . | -0.4 | 96.0 | . | -10.7 | .
> CC(C)Oc1cccc(C(=O)NC(=S)Nc2cccnc2)c1
  -3.6 | 96.0 | -2.0 | 7.7 | -1.3 | 95.0 | -15.2 | -8.6 | 4.7
> CCn1c(-c2sc(-c3ccccc3)nc2C)n[nH]c1=S
  -7.7 | 101.0 | 1.0 | -24.8 | -0.8 | 102.0 | -11.3 | -0.2 | 11.4
> COc1cc(/C=N/NC(=O)COc2cc(C)cc(C)c2)ccc1OS(=O)(=O)c1ccc(C)cc1
  -7.3 | 98.0 | 0.0 | 27.9 | 0.5 | 135.0* | -1.7 | 3.0 | 2.5
> Cc1nn(Cc2ccc(F)cc2)c(C)c1NC(=O)c1cc(-c2ccco2)on1
  21.2 | 98.0 | 2.0 | 3.2 | 7.2 | 89.0 | -14.4 | 33.6 | -0.1
> CCOC(=O)N1CCN(C(=O)C2CCCN(S(=O)(=O)c3c(C)cc(C)cc3C)C2)CC1 (stereo not given)
  -12.4 | 110.0 | 9.0 | 6.2 | -0.8 | 107.0 | -67.0 | . | 5.1

Pulled by compound from the list above, two records:
Screens in order – GPR7 antagonist | MEKK2wt PB1 HTS | MEKK2mut PB1 HTS | NALP1 inh | OXTR agonist | MEKK3 PB1 HTS | FID counter | PHOSPHO1 block | PfM18AAP inh
> C=C1CCN([C@H](C(=O)NCc2ccccc2)C(C)C)S(=O)(=O)c2ccccc21
  . | 87.0 | -6.0 | 15.0 | -1.9 | 94.0 | . | 44.7 | .
> Cc1ccc(N/C(C(Cl)=C(Cl)Cl)=C(/Cl)[N+](=O)[O-])c(C)c1
  -5.9 | 97.0 | -2.0 | 32.4 | . | 94.0 | 4.2 | -8.2 | 9.8

(further entries)
Screens in order – GPR7 antagonist | MEKK2wt PB1 HTS | MEKK2mut PB1 HTS | NALP1 inh | OXTR agonist | MEKK3 PB1 HTS | FID counter | PHOSPHO1 block | PfM18AAP inh
> CCOc1cc2c(cc1/C=C1/NC(=O)N(CC(=O)OC)C1=O)OCO2
  -17.6 | 92.0 | -3.0 | -7.6 | 0.6 | 99.0 | -2.0 | 37.9 | -7.1
> COc1ccc(C(=O)NCCNc2nc3ccc(C)cc3cc2C#N)cc1
  -2.8 | 91.0 | 2.0 | -13.4 | -2.5 | 96.0 | 0.5 | 23.5 | 1.5
> CC(=O)NC1C(OCc2ccccc2)OC(CO)C(OC(C)=O)C1OC(C)=O (stereo not given)
  -8.8 | 114.0 | 33.0 | 18.6 | -1.8 | 96.0 | -6.6 | -3.8 | -3.4
> C[N+](C)(C)CCCCCC(=O)/C=N/O
  -3.1 | 101.0 | 0.0 | 27.7 | 0.4 | 118.0 | 6.7 | -4.9 | 1.3
> Cn1nnnc1SCCNCc1ccc(Cl)cc1
  1.6 | 102.0 | 1.0 | 26.2 | 1.2 | 93.0 | -3.4 | -15.3 | 4.9
> O=C(Cc1cccs1)Nc1nnc(-c2ccc(F)cc2)s1
  -11.5 | 107.0 | 5.0 | 0.9 | 0.3 | 104.0 | -2.1 | -35.4 | -1.3
> CC1Sc2ccc(S(=O)(=O)N3CCC(C(=O)Nc4cccc(Cl)c4)CC3)cc2NC1=O (stereo not given)
  22.8 | 96.0 | -1.0 | 8.2 | 3.5 | 98.0 | -23.7 | 27.9 | 3.8
> COc1cc(-c2noc(CCCC(=O)Nc3cccnc3)n2)cc(OC)c1OC
  -15.9 | 100.0 | 6.0 | -3.4 | -0.2 | 99.0 | -24.7 | -3.6 | -6.3
> NC(=O)C(Cc1ccccc1)NS(=O)(=O)c1ccc(N2CCCC2=O)cc1 (stereo not given)
  -10.9 | 107.0 | 7.0 | -9.5 | -0.1 | 108.0 | -4.5 | -5.7 | 9.2
> CCOC(=O)c1c(-c2ccc(F)cc2)cn2ccccc12
  3.1 | 102.0 | 4.0 | -0.6 | -2.4 | 104.0 | -7.5 | 31.4 | 2.0
> O=[N+]([O-])c1cccc(NC(=S)NCc2ccncc2)c1
  -2.9 | 88.0 | -5.0 | 18.1 | 0.8 | 91.0 | 2.8 | 13.2 | 6.6
> COCCn1c(SCC(=O)c2ccccc2)nc2c(c1=O)SCC2
  -5.0 | 96.0 | -2.0 | 10.3 | -2.4 | 100.0 | -9.6 | 4.7 | -2.5
> Cc1cc(C)nc(NC(=O)c2ccc(C)c([N+](=O)[O-])c2)n1
  -4.6 | 103.0 | 21.0 | 34.3 | -0.6 | 107.0 | 2.2 | 14.3 | -2.8
> CN1C(=O)Cc2cc(S(=O)(=O)NCCc3ccccc3)ccc21
  -7.8 | 97.0 | -5.0 | 11.5 | 1.8 | 99.0 | -11.4 | 22.4 | -7.2
> O=C(COC(=O)C12CC3CC(CC(C3)C1)C2)Nc1ccc([N+](=O)[O-])cc1Cl
  -4.7 | 107.0 | 4.0 | 30.7 | -1.8 | 106.0 | -4.8 | -23.9 | -12.6
> COc1ccc(/C=N/NC(=O)c2sc(C)nc2C)cc1
  -12.8 | 83.0 | -6.0 | 10.8 | -3.0 | 79.0 | -8.2 | 15.0 | -13.7
> O=C(c1ccc(Cn2c(=S)[nH]c3ccc(N4CCOCC4)cc3c2=O)cc1)N1CCC(N2CCCCC2)CC1
  -12.3 | 117.0 | 4.0 | -4.4 | 1.5 | 102.0 | 6.5 | 20.0 | 3.4
> COc1cccc(/C=N/n2c(-c3cc(C)[nH]n3)n[nH]c2=S)c1
  -9.4 | 108.0 | 11.0 | -5.1 | -0.8 | 109.0 | -1.2 | -60.9 | 8.5
> O=C(CNC(=O)N1CC(=O)Nc2ccccc21)NCc1ccc(Cl)cc1
  -4.2 | 97.0 | -4.0 | 9.4 | 0.0 | 95.0 | -7.0 | 50.7 | -0.7
> COc1ccc(/C(O)=C2/C(=O)C(=O)N(CCCC(=O)O)C2c2ccc(OC)cc2)cc1 (stereo not given)
  4.8 | . | . | 8.4 | -0.2 | . | -4.2 | 17.7 | 2.8
> CS(=O)(=O)N(CC(=O)N1CCCCC1)C1CCCCC1
  4.4 | 104.0 | 3.0 | -0.8 | -1.7 | 101.0 | -5.7 | 0.7 | 3.2
> CCOC(=O)C1CSC2(CCC(c3ccccc3)CC2)N1 (stereo not given)
  -4.5 | 136.0 | 9.0 | -9.3 | 0.1 | 146.0* | 1.7 | 7.3 | 1.5
> CCOC(=O)C1CCN(C(=O)CCc2ccccc2)CC1
  3.2 | 104.0 | 2.0 | 14.4 | 0.2 | 104.0 | -11.9 | -13.6 | -11.9

Just FID counter, for 4 of the compounds above:
molecule | FID counter
O=C(CNC(=O)N1CC(=O)Nc2ccccc21)NCc1ccc(Cl)cc1 | -7.0
COc1ccc(/C(O)=C2/C(=O)C(=O)N(CCCC(=O)O)C2c2ccc(OC)cc2)cc1 (stereo not given) | -4.2
CS(=O)(=O)N(CC(=O)N1CCCCC1)C1CCCCC1 | -5.7
CCOC(=O)C1CSC2(CCC(c3ccccc3)CC2)N1 (stereo not given) | 1.7

An unsorted share of the library, and some 6.2% of all compounds hit somewhere here.
